Source: PubChem BioAssay (National Center for Advancing Translational Sciences (NCATS))
GAA glycogen mod – qHTS Assay for Inhibitors and Activators of Human alpha-Glucosidase Cleavage of Glycogen. Lysosomal alpha-glucosidase (Homo sapiens), P10253. actives 0.38% (n = 300,000). AID 2100, 2009. Potency, µM (doses to about 76.4 µM), inactives show at the top dose activity change, negative = inhibition, usual class: inhibitors. recombinant GAA, glycogen substrate, Amplex Red glucose oxidase fluorescence;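 note: 0% = full enzyme reaction and -100% = no-enzyme basal signal; the screen sought inhibitors and activators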
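Natural-substrate format: glycogen cleavage by 4 nM human enzyme, glucose read by Amplex Red coupling (Ex 573, Em 610 nm). Normalized to enzyme and no-enzyme controls.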
HTT cytoprotect – qHTS Multiplex Assay to Identify Dual Action Probes in a Cell Model of Huntington: Cytoprotection (ATP). PC12 HTT-Q103 induced, cytoprotection, ATP luminescence, 40 h. Potency, µM (titrated, usually from 56.4 µM), for the others: cytoprotection (ATP increase), most hits filed as activators. actives 0.14% (n = 230,000);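 note: % of control where 0% means no effect; nearly all actives have a fitted effect of over 45% in size; toxic huntingtin expression switched on by the ecdysone agonist tebufenozide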
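Huntington model: PC12 line, ecdysone-inducible HTTQ103 exon1–GFP, tebufenozide 100 nM. Test articles in a dose series. Endpoint luminescence from cellular ATP.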
IMPase Li inh – qHTS Assay for Identifying the Cell-Membrane Permeable IMPase Inhibitors: Potentiation with Lithium; CHO-M1 cells, IP1 TR-FRET (IP-One), carbachol + lithium; Potency, µM (doses to about 59.4 µM), without a hit: at the highest dose activity, negative = IMPase inhibition, most hits filed as inhibitors; actives 0.35% (n = 210,000); AID 1457, 2008;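 note: IP1 builds up when IMPase is blocked and the TR-FRET signal falls; plate controls were basal vehicle for no effect and high inhibitor control for full effect; nearly all actives have a fitted effect of over 50% in size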
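Steps: plate 2000 CHO-M1 cells per well and culture 16–30 h; add compound and lithium; incubate 30 min, 37C; add d2-IP1 tracer and Eu cryptate anti-IP1 antibody in lysis buffer; read after 10 min at room temperature.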
GAA spleen mod – qHTS Assay for Inhibitors and Activators of Human alpha-Glucosidase From Spleen Homogenate; human spleen homogenate, 4-MU-alpha-glucoside fluorescence; Potency, µM (highest dose often 79.9 µM), for the others: at the highest dose activity change, negative = inhibition, hits mostly inhibitors; actives 0.006% (n = 240,000); AID 2112, 2009;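 note: 0% = enzyme with vehicle and -100% = no enzyme basal signal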
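Human spleen homogenate (1 ug) incubated with compounds and 1 mM 4-methylumbelliferyl-alpha-D-glucopyranoside in pH 5.0 citrate/phosphate buffer, 37 C, 40 min. Stopped at pH 10; 4-MU fluorescence (Ex 365/Em 440 nm); AC50 by Hill fit.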
GoLoco inh red – qHTS Assay for Inhibitors of RGS12 GoLoco Motif Activity (Red Fluorophore). Guanine nucleotide-binding protein G(i) subunit alpha-1 (Homo sapiens), P63096. Gai1:RGS12 GoLoco peptide FP, rhodamine, 10 min. Potency, µM (highest dose often 61.6 µM), inactives show at the top dose activity, negative = inhibition, actives largely listed as inhibitors. actives 0.44% (n = 230,000). AID 880, 2007; active = well fitted inhibition curve with a large enough effect, not every such curve was filed as active; inactive = no such curve, though single readings can be large or run the other way; note: % is set by controls: 0 for no effect and ±100 for the full control effect; nearly all actives have a fitted effect of over 30% in size; many of its hits are not listed in these tables
Target sequence (P63096 whole entry, looked up): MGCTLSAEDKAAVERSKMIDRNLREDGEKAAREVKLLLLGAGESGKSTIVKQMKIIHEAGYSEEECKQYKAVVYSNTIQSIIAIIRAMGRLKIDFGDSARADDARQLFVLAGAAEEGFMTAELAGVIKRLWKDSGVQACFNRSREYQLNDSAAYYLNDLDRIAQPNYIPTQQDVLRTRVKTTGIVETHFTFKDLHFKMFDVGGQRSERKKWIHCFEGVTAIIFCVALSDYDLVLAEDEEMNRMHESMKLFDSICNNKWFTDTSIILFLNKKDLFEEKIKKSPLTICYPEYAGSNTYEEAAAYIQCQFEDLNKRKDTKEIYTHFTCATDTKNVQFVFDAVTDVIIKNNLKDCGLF
HTT aggregate – qHTS Multiplex Assay to Identify Dual Action Probes in a Cell Model of Huntington: Aggregate Formation (GFP); PC12 HttQ103-GFP aggregates, Acumen cytometry, 40 h; Potency, µM (top dose mostly 46.1 µM), for inactives: top-dose activity change, negative = inhibition, usual class: inhibitors; actives 1.1% (n = 220,000); note: % is set by controls: 0 for no effect and ±100 for the full control effect; nearly all actives have a fitted effect of over 60% in size
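Ecdysone-promoter PC12 model expressing HTT exon 1 Q103 fused to GFP, induced by tebufenozide at 100 nM final. Compounds titrated; aggregates sized 1–25 µm scored on a 488 nm laser cytometer.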
GAA inh – qHTS Assay for Inhibitors of Human alpha-Glucosidase as a Potential Chaperone Treatment of Pompe Disease; AID 1466, 2008; Potency, µM (highest dose often 76.9 µM), for the others: at the top dose activity change, negative = inhibition, most hits filed as inhibitors; actives 0.005% (n = 200,000); Lysosomal alpha-glucosidase (Homo sapiens), P10253; purified human GAA, 4-MU-alpha-glucoside fluorescence;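 note: plate controls were uninhibited enzyme wells for no effect and no-enzyme background for full effect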
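qHTS format, compound range up to 77 uM. Human lysosomal enzyme at 4 nM, 400 uM 4-MU glucoside substrate, pH 5.0, 20 min room temperature; fluorescence after alkaline stop gives activity normalized to controls.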
Starred values were filed as active, the others as inactive; ? = inconclusive; · = no result given; [ ] = dose if it differs, or a comment. Unless noted, calls come from the whole dose curve; as a rule, active = well fitted curve in the direction sought with a large enough effect; inconclusive = small, poorly fitted or top-dose-only effect, or another doubt; inactive = no such curve, though single readings can be large; an effect the other way counts as inactive or inconclusive. Potency is the fitted concentration of half-maximal effect.

SMILES	GAA glycogen mod	HTT cytoprotect	IMPase Li inh	GAA spleen mod	GoLoco inh red	HTT aggregate	GAA inh
Cc1ccc2sc(NC(=O)CSc3nc(C)cc(C)c3C#N)nc2c1	-2%	-67%[inhibitor]	?	0%	64%	6%	3%
Cc1nc2ccc(NC(=O)N3CCC(c4ccccc4)C3)cc2nc1C (centres undefined)	1%	-15%	29%[38.3 µM]	-4%	8%	-27%	13%
O=C1C(C2=NC(C(=O)O)C3C(=O)N(c4ccc(Cl)cc4)C(=O)C23)=C(O)c2ccccc21 (centres undefined)	-2%	-9%	8%[38.3 µM]	-6%	7%	11%	2%
O=C(Nc1cnn(Cc2ccc(Cl)cc2)c1)c1ccc([N+](=O)[O-])cc1	-7%	2%	6%[38.3 µM]	-5%	0%	2%	-22%
O=C(O)/C(=C\c1cccs1)c1ccccc1	-5%	7%[10 µM]	1%	-3%	-8%	1%[9.22 µM]	-4%
COc1ccc(S(=O)(=O)N2CCCC(C(=O)N3CCCCCC3)C2)cc1 (centres undefined)	-5%	2%[10 µM]	7%[38.3 µM]	-8%	-7%	-8%	2%
CC(C)CCNC(=O)CC1C(=O)N(Cc2ccccc2)C(C)c2nc3ccccc3n21 (centres undefined)	1%	-10%	9%[38.3 µM]	-7%	1%	15%	?
Cc1occc1C(=O)N1N=C(C2CC2)CC1(O)C(F)(F)F (centres undefined)	5%	4%	4%[38.3 µM]	-1%	-8%	-14%	-2%
CC(C)(C)/C(COc1ccccc1[N+](=O)[O-])=N/O	2%	-11%	4%	0%	6%	8%	2%
Cc1n[nH]c(C)c1S(=O)(=O)NCCc1ccc(Cl)cc1	1%	4%	16%[38.3 µM]	1%	0%	7%	-1%
O=C(CSCc1c(Cl)cccc1Cl)Nc1ccccc1C(=O)N1CCOCC1	-5%	-3%	31%[activator][38.3 µM]	-12%	11%	-10%	-3%
COC(=O)c1cn(NC(=O)c2cccc(OC)c2)c(=O)c2ccccc12	-14%	-18%	-1%[38.3 µM]	-2%	9%	24%	2%
S=C(NCc1ccc(Cl)cc1)NC1CCN(Cc2ccccc2)CC1	-12%	-30%[inhibitor]	7%	-14%	5%	-20%	1%
COc1ccc2[nH]c(=O)c(CN(C)C(=O)COc3ccccc3)cc2c1	-7%	-10%[0.074 µM]	-1%[38.3 µM]	8%	2%	-6%	9%
Cn1cccc1C(=O)NC(=O)COC(=O)CC12CC3CC(CC(C3)C1)C2	-5%	-2%	-12%[38.3 µM]	-12%	-12%	12%	-6%
NC(=O)NC(=O)COC(=O)c1ccc(Cl)c(S(=O)(=O)N(Cc2ccccc2)c2ccc(Cl)cc2)c1	-7%	·	-3%	0%	10%	?	-11%
CC(C)Cc1nc(N2CCOCC2)c(C#N)c2c1COC(C)(C)C2	-16%	-52%[inhibitor]	1%[38.3 µM]	-4%	1%	38%[9.22 µM]	5%
COc1cc([C@H]2c3cc4c(cc3[C@@H](O)[C@@H]3COC(=O)[C@H]23)OCO4)cc(OC)c1OC	·	-62%[inhibitor][40.3 µM]	-6%	10%[29.1 µM]	16%[21.6 µM]	·	·
O=C(CCCSc1nc2ccccc2[nH]1)Nc1nnc(-c2ccccc2)o1	2%	-1%[10 µM]	-12%[38.3 µM]	3%	-2%	2%	0%
COC(=O)c1ccccc1C(=O)N1CCOCCN(C(=O)c2ccccc2C(=O)OC)CCOCC1	-5%	27%[10 µM]	2%	-8%	5%	-15%	4%
CSc1nc2nc3c(cc2c(=O)n1-c1ccccc1C)CCCC3	4%	16%[10 µM]	·	1%	-2%	0%[9.22 µM]	·
Cc1ccc(S(=O)(=O)NC(=NCC(=O)O)c2ccc(F)cc2)cc1	6%	8%	19%[38.3 µM]	3%	6%	-7%	-8%
COCCCN(C(=O)Cc1ccc(Cl)c(Cl)c1)c1c(N)n(Cc2ccccc2)c(=O)[nH]c1=O	-31%	-2%[10 µM]	·	1%	11%	4%[9.22 µM]	·
O=C(NNC1=Nc2cccc3cccc1c23)c1ccc(Br)cc1	14%	4%	16%	-5%	142%[activator]	-6%[9.22 µM]	?
Cc1cc2cc(C(c3nnnn3CC3CCCO3)N3CCCc4ccccc43)c(=O)[nH]c2cc1C (centres undefined)	13%	-27%[10 µM]	21%[38.3 µM]	-2%	82%[activator]	-11%	0%
O=C1OCCC1Sc1nnnn1-c1ccc(Cl)cc1 (centres undefined)	-14%	-2%[10 µM]	-1%	2%	0%	-15%[9.22 µM]	·
O=C(Nc1ccc2nc(C3CC3)n(Cc3ccccc3)c(=O)c2c1)C1CC1	5%	-10%[10 µM]	·	-3%	9%	-31%[9.22 µM]	·
COc1ccc(S(=O)(=O)N2CCN(S(=O)(=O)c3ccc4c(c3)OCCO4)CC2)cc1	-2%	-14%	-11%[38.3 µM]	-6%	9%	6%	1%
Cc1cc(-c2sccc2Br)nc(-n2cccc2)n1	-16%	2%[10 µM]	-26%	9%	4%	16%	6%
COCCn1c(=O)c(-c2ccc(Cl)cc2)nc2cnc(Nc3ccccc3)nc21	·	24%	-4%	-9%	-8%	·	·
COCCn1c(N)c(C(=O)OCc2ccccc2)c2nc3ccccc3nc21	-13%	-12%[0.074 µM]	-12%[38.3 µM]	-3%	13%	?	?
C=CCn1c(SCc2ccc3nonc3c2)nnc1-c1cccs1	3%	-12%	32%[activator][38.3 µM]	-6%	12%	8%	-4%
Cc1noc2ncnc(N3CCN(c4cccc(Cl)c4)CC3)c12	-22%	-75%	30%	-20%	5%	4%[9.22 µM]	1%
Nc1cc(=O)[nH]c(SCc2nc3ccccc3n2Cc2ccccc2)n1	9%	6%[10 µM]	-6%[38.3 µM]	-3%	14%	1%[9.22 µM]	-8%
Cc1cc(C(=O)NP(=O)(N2CCOCC2)N2CCOCC2)c(C)n1-c1ccc(N(C)C)cc1	3%	3%[10 µM]	1%	-4%	-7%	-10%	2%
Cc1ccc(N2CN=c3s/c(=C\c4cccnc4)c(=O)n3C2)cc1	0%	-7%	-11%[38.3 µM]	-6%	2%	10µM*	2%
CCOc1ccccc1NC(=O)CN1CCC(NC(=O)c2ccccc2)CC1	14%	-7%	1%[38.3 µM]	-7%	-5%	5%	3%
O=C(CS(=O)(=O)c1cccc(Cl)c1)Nc1ccccc1Cl	3%	-10%	-5%[38.3 µM]	-3%	5%	5%	-3%
CC(C)(C)NC(=O)NC(=O)COC(=O)c1cccc(NS(=O)(=O)c2ccc(F)c(F)c2)c1	3%	-2%[1.9 µM]	15%	-18%	1%	3%	?
CCCN1C2CCCC1CC(NC(=O)NC1CCCCC1)C2 (centres undefined)	22%	-16%	·	3%	·	15%	3%
COc1ccc(-c2noc(CCC(=O)NCCCN3CCC(Cc4ccccc4)CC3)n2)cc1	2%	-40%[10 µM]	27%[38.3 µM]	-10%	79%[activator]	?	4%
COc1ccc(CC(=O)NCC(=O)N/N=C(/C)c2ccco2)cc1	-4%	-11%	-4%	0%	-3%	7%	7%
CCCc1nc2ccccc2c(=O)n1NC(=O)c1c(O)c2cccc3c2n(c1=O)CCC3	4%	-18%[10 µM]	18%[38.3 µM]	-2%	16%	?	-13%
Brc1ccc(OCCOc2cccc3cccnc23)cc1	-7%	·	0%	2%	1%	-10%	-7%
CCN(CC)C(=O)CSc1nnc([C@@H](N)Cc2ccccc2)o1	6%	-5%	-7%[38.3 µM]	-1%	-11%	-4%	-1%
Nc1nccc(-c2cc(-c3ccc(Cl)cc3Cl)no2)n1	4%	-21%[10 µM]	·	1%	9%	8%[9.22 µM]	·
CC1=CC2=NC(=O)/C(=C/c3cccn3Cc3ccccc3)C(=N)N2O1	-1%	-8%[10 µM]	·	1%	4%	7%[9.22 µM]	·
O=C(NCc1ccccn1)Nc1cccc(NC(=O)NCc2ccccn2)c1	7%	-8%	14%[38.3 µM]	-21%	3%	1%	-7%
CCCCN(C)C(=O)c1nc2ccccn2c1CNCCCn1nnc2ccccc21	5%	10%[10 µM]	9%	1%	12%	1%[9.22 µM]	-8%
CC1CN(S(=O)(=O)c2ccc(C(=O)NCCCn3ccnc3)cc2)CC(C)O1 (centres undefined)	-1%	-236%[inhibitor]	7%	-6%	3%	?	-5%

Continued:
SMILES	GAA glycogen mod	HTT cytoprotect	IMPase Li inh	GAA spleen mod	GoLoco inh red	HTT aggregate	GAA inh
O=C(O)c1ccccc1OCc1ccccc1Br	7%	·	0%	-1%	8%	9%	-4%
O=C1CC2CS(=O)(=O)CC2N1c1ccc(Cl)cc1Cl (centres undefined)	-1%	10%[1.9 µM]	1%	-15%	10%	-1%	-2%
COc1ccccc1N=C(C)C1=C(O)CC(c2ccccc2)CC1=O (centres undefined)	-15%	-73%[inhibitor][10 µM]	13%	-2%	8%	-25%	?
O=C(CN1CCN(Cc2ccc(F)cc2Cl)C1=O)NCCc1ccc(Cl)cc1	-9%[76.3 µM]	3%	17%[38.3 µM]	-9%	-5%	-18%	?
COc1ccc(-n2nnnc2SCC(=O)Nc2ccccc2N2CCOCC2)cc1	-11%	20%[10 µM]	22%	2%	1%	-2%[9.22 µM]	3%
CC(=O)OC1CCC2(O)CC1(C)CCC1C2CC1(C)C (centres undefined)	·	·	1%	7%	-1%	·	·
COc1ccc(N2CCN(C(=O)Nc3ccc(S(=O)(=O)N(C)C)cc3)CC2)cc1	-5%	28%[10 µM]	14%[38.3 µM]	-7%	-1%	7%	2%
Cc1cccc(NC(=O)NNC(=O)c2sccc2-n2cccc2)c1	?	-7%	5%	·	-5%	10%	-10%

Whole records from above. Screens in order: GAA glycogen mod, HTT cytoprotect, IMPase Li inh, GAA spleen mod, GoLoco inh red, HTT aggregate, GAA inh
Listed for O=C(O)c1ccccc1OCc1ccccc1Br = 7%, ·, 0%, -1%, 8%, 9%, -4%
Listed for COc1ccccc1N=C(C)C1=C(O)CC(c2ccccc2)CC1=O (centres undefined) = -15%, -73%[inhibitor][10 µM], 13%, -2%, 8%, -25%, ?
Listed for O=C(CN1CCN(Cc2ccc(F)cc2Cl)C1=O)NCCc1ccc(Cl)cc1 = -9%[76.3 µM], 3%, 17%[38.3 µM], -9%, -5%, -18%, ?

Only part of the results is shown, so the mix of outcomes need not match the whole.
